# High-throughput results deposited in PubChem BioAssay by National Center for Advancing Translational Sciences (NCATS).
# ALOX12 inh = Primary qHTS assay for inhibitors of human arachidonate 12S-lipoxygenase (ALOX12): Round 2; purified 12hLO, xylenol orange hydroperoxide absorbance; hit rate 1.1% among 580,000; Potency, µM (highest dose often 108 µM), for the others: at the top dose activity change, negative = inhibition, most hits filed as inhibitors; AID 1671190, 2021; also: potency is read from the fitted curve at half-maximal effect; % is scaled to controls: 0 for no effect and ±100 for the full control effect
# Target sequence (P18054 whole entry, looked up): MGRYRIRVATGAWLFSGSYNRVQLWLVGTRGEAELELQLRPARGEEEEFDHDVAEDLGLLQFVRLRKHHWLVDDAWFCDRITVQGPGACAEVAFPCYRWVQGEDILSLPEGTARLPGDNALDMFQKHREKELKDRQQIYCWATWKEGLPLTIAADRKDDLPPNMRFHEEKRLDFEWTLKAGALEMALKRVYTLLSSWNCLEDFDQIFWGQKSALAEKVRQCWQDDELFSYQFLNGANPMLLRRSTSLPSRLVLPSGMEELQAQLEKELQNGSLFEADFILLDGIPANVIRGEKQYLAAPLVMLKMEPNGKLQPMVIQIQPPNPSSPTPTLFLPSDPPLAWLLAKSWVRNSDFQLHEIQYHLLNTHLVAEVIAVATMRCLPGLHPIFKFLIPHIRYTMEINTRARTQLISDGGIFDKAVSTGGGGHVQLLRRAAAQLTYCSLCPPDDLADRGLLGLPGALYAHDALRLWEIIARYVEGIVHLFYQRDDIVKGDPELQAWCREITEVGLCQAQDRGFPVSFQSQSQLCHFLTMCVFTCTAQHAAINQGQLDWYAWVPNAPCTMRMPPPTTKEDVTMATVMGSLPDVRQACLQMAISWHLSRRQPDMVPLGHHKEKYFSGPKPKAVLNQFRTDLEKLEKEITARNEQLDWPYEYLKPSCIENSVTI
#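 Purified human 12hLO (150 nM final) in 25 mM Hepes, 0.01% Triton X-100, pH 7.0 was preincubated 15 min at room temperature with compound. Then 40 uM arachidonic acid was added, 30 min. Hydroperoxide was read by Fe-XO absorbance ratio 573/405 nm.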
# ERG Ets-DNA blk = qHTS for Small Molecule Inhibitors of the ERG Ets/DNA interaction; fluorescence polarization, His-ERG Ets domain / labelled DNA; Potency, µM (series often up to 76.9 µM), without a hit: at the highest dose FP activity, negative = inhibition, hits mostly inhibitors; Transcriptional regulator ERG (Homo sapiens), P11308; hit rate 0.028% among 370,000; active = well fitted inhibition curve with a large enough effect in the polarisation, with a control signal flat; inconclusive = small, poorly fitted or top-dose-only effect, or effect the other way, or a change in a side signal; inactive = no such curve, though single readings can be large or run the other way; the % refers to the polarisation;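 also: polarization taken with two DNA probes labelled with fluorescein and Texas red; potency is read from the fitted curve at half-maximal effect; % of control where 0% means no effect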
#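 His-tagged ERG Ets domain (1 uM in the protein solution; 300mM KCl, 50mM Tris-HCl, 1mM EDTA, 1mM DTT, pH 7.5) received compound, then a probe mix of 5 nM fluorescein-DNA and 100nM Texas-615-DNA. Fluorescence polarization was read for both dyes.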
# D2 antagonist = HTS Assay for Allosteric Antagonists of the Human D2 Dopamine Receptor: Primary Screen for Antagonists | D(2) dopamine receptor (Homo sapiens), P14416 | HEK293 TREx D2 cells, calcium flux, dopamine EC80 | inhibition, % at 10 µM | hit rate 2% among 340,000 | AID 485344, 2010; in the data active = inhibition above about 30%; also: 0% is about no effect
#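 HEK293 T-REx D2 cells, tet-induced, calcium dye no-wash. Cpd pintool add, 180 s kinetic, then EC80 DA, 180 s kinetic. Ca flux read.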
# GRP78 ERSR act = qHTS for Inducers of the Endoplasmic Reticulum Stress Response (ERSR) in Human Glioma: qHTS | U87-MG GRP78 promoter luciferase reporter, 16 h | Potency, µM, for inactives: at the top dose activation, actives largely listed as activators | hit rate 0.02% among 420,000; also: potency is read from the fitted curve at half-maximal effect; series mostly up to about 76 µM; % of control where 0% means no effect; nearly all actives have a fitted effect of over 35% in size
#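 ERSR induction read as luciferase luminescence (Bright-Glo, 10 min at room temperature) in stably transfected human U87-MG glioma cells exposed to compounds for 16 h, using GRP78 as sensor.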
# Vif-A3G inh = qHTS for Inhibitors of Vif-A3G Interactions: qHTS | Potency, µM (titrated, usually from 46.1 µM), without a hit: top-dose activity, negative = active, most hits filed as inhibitors | HeLa A3G-eYFP + Vif (tagged APOBEC3G with the HIV-1 protein that degrades it), YFP fluorescence, overnight | DNA dC->dU-editing enzyme APOBEC-3G (Homo sapiens), Q9HC16 | hit rate 0.076% among 410,000 | AID 602310, 2012;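 also: potency is read from the fitted curve at half-maximal effect; % is scaled to controls: 0 for no effect and ±100 for the full control effect; nearly all actives have a fitted effect of over 60% in size; hits raise eYFP signal because A3G escapes Vif-driven loss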
# Target sequence (Q9HC16 whole entry, looked up): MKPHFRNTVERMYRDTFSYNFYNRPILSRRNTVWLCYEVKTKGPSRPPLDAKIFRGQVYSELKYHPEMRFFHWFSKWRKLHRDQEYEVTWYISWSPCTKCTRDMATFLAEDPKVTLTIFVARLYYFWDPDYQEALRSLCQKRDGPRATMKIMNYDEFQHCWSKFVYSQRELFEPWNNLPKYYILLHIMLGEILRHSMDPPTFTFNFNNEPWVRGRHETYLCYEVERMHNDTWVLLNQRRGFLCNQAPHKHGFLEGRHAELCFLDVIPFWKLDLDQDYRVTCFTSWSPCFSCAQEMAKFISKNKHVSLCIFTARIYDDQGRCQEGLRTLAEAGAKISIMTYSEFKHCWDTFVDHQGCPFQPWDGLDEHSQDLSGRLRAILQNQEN
#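 HeLa cells stably expressing Vif and C-terminally eYFP-tagged A3G, seeded overnight at 37 deg C, then exposed to compound by pintool overnight at 37 deg C. Rise in yellow fluorescence (Ex 488/Em 500-530, Acumen) marks blocked Vif-driven A3G degradation.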
# LDHA block = qHTS assay for inhibitors of human lactate dehydrogenase. AID 1347041, 2019. hit rate 0.15% among 480,000. activity change, % (values are at about 110 or 230 µM). purified LDHA, NADH/diaphorase-resazurin fluorescence; hits give low values. L-lactate dehydrogenase A chain (Homo sapiens), P00338; in the data active = activity change below about -30%; inconclusive = mostly about -25% to -30%;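 also: plate controls were DMSO wells for no effect and wells without enzyme for full effect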
#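 Enzyme activity of human lactate dehydrogenase 5 (2 nM; 0.06 mM NADH, 0.2 mM pyruvate, 5 min, RT) is measured via a resazurin/diaphorase fluorescence readout of residual NADH.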
# D2 ag = HTS Assay for Allosteric Agonists of the Human D2 Dopamine Receptor: Primary Screen for Agonists; HEK293 T-REx D2 cells, calcium flux agonist mode; hit rate 0.53% among 340,000; activation, % at 2 µM; D(2) dopamine receptor (Homo sapiens), P14416;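 active = activation over 3 SD above normal in the single-dose calcium agonist read, cut at about 30% in these data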; also: 0% is about no effect
#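 Agonism is scored from calcium flux in a force-coupled, inducible HEK293 cell line expressing D2, read kinetically for 180 s after compound addition against dopamine controls.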
# RGS4 inh = Inhibitors of Regulator of G Protein Signaling (RGS) 4: qHTS; Transcreener GDP fluorescence polarization, RGS4-accelerated GTP hydrolysis; hit rate 0.039% among 390,000; AID 504845, 2011; Regulator of G-protein signaling 4 (Homo sapiens), P49798; Potency, µM (top dose mostly 114 µM), for inactives: at the top dose activity change, negative = inhibition, most hits filed as inhibitors; also: potency is read from the fitted curve at half-maximal effect; % is scaled to controls: 0 for no effect and ±100 for the full control effect; nearly all actives have a fitted effect of over 75% in size; some results filed as inactive show a strong effect at the top dose
#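 MLSMR compounds (23 nl, pin-transferred) preincubated 10 min at room temperature with a 500nM (2x) first reagent, then RGS4 at 900nM (2x) plus Transcreener GDP mix added; fluorescence polarization (620/688 nm) read before and after 90 min at 30 °C.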
# Vif-APOBEC3F blk = qHTS for Inhibitors of Vif-A3F Interactions: qHTS; HeLa A3F-eYFP + Vif (tagged APOBEC3F with the HIV-1 protein that degrades it), YFP fluorescence increase; Potency, µM (top dose mostly 46.1 µM), without a hit: at the top dose activity, negative = active; hit rate 0.2% among 390,000; AID 602313, 2012; also: potency is read from the fitted curve at half-maximal effect; % of control where 0% means no effect; nearly all actives have a fitted effect of over 65% in size
#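 HeLa cells stably expressing A3F-eYFP plus Vif, plated and incubated overnight at 37 deg C, then exposed to compounds overnight at 37 deg C. Blocked degradation read as raised yellow fluorescence (Ex 488/Em 500-530).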
# The depositor's hits bear a star; ? = inconclusive; . = no result given; & = joins results of further samples; [ ] = remark or other dose. Unless noted, calls follow the shape of the dose curve; as a rule, active = well fitted curve in the direction sought with a large enough effect; inconclusive = small, poorly fitted or top-dose-only effect, or another doubt; inactive = no such curve, though single readings can be large; an effect the other way counts as inactive or inconclusive.
molecule	ALOX12 inh	ERG Ets-DNA blk	D2 antagonist	GRP78 ERSR act	Vif-A3G inh	LDHA block	D2 ag	RGS4 inh	Vif-APOBEC3F blk
O=C(NCCc1ccc(Cl)cc1)C(=O)c1c[nH]c2ccccc12	-20%	7%	-14	-2%	1%	-4	0.5	-6%	-2%
CCN(CC)C(=O)CSc1nc2ccccc2c(=O)n1-c1cccc(OC)c1	0%	1%	29	-2%	-3%	-2	0.5	21%	.
Cc1ccc(C)c(NC(=O)C(=O)NCCc2c[nH]c3ccccc23)c1	-23%	-5%	16	3%	-4%	-2	-0.5	-19%	-19%
COCCn1c(SCC(=O)NCc2ccc3c(c2)OCO3)nnc1C(C)C	8%	-4%	-18	-6%	0%	-7	1.0	-12%	7%
CC1CC(C)CN(S(=O)(=O)c2ccc3c(c2)CC(C)N3C(=O)C2CCC2)C1 (stereo not drawn)	-16%	16%	-12	-7%	1%	-20	0.2	11%	-10%
O=C(CC1Nc2ccccc2NC1=O)NC1CCCCC1 (stereo not drawn)	?	-7%	1	-1%	-2%	1	0.1	-4%	3%
CC(SC(=S)N1CCCC1)C(=O)O (stereo not drawn)	0%	-11%	-10	-1%	-1%	-3	-0.3	-25%	8%
Cc1ccc(Cl)cc1N1CCN(C(=O)C2CCN(S(C)(=O)=O)CC2)CC1	1%	-8%	-9	-3%	-9%	0	1.7	-24%	3%
Cc1ccc(/C=C/C(=O)NN2CCN(C)CC2)cc1	422%[activator]	-2%	7	-1%	-1%	-4	1.2	-7%	1%
CC1(C(=O)NC2CCN(Cc3ccccc3)CC2)CCN1Cc1cc2ccccc2o1 (stereo not drawn)	15%	.	.	-4%	1%	-17	.	.	.
COc1ccc(OCC(=O)N2CCN(C(=O)c3ccc(OC)c(OC)c3)CC2)cc1	-18%	-10%	.	0%	3%	-1	1.7	22%	2%
CC(C)c1ccc2c(c1)CC[C@H]1[C@](C)(CN)CCC[C@]21C	?	-22%&-2%	.	-11%&-4%	-12%&-1%	-3&-9	.	0%&24%	-5%&0%
CCOc1ccccc1OCCCC(=O)NCCc1ccc(S(N)(=O)=O)cc1	21%	8%	11	-3%	4%	-1	0.5	-7%	-17%
CCn1c(C(=O)N2CCC(C(=O)NCCCOC)CC2)cc2sccc21	3%	4%	.	-1%	0%	0	.	17%	8%
COc1ccc(C(=O)COC(=O)C2CCN(c3ccc(C(F)(F)F)cn3)CC2)c(OC)c1	.	0%	2	-1%	-7%	3	0.8	-15%	1%
O=S(=O)(Cc1nc2ccccc2s1)c1ccccc1	93%[activator]	-3%	11	-3%	-5%	-7	-0.1	30%	1%
COc1cccc(NC(=S)N(CCC(C)C)C(C)c2ccncc2)c1 (stereo not drawn)	10%	8%	.	3%	0%	0	.	-17%	3%
CC(C)C(NC(=O)OCc1ccccc1)C(=O)OCC(=O)NC1CC1 (stereo not drawn)	-1%	11%	-18	2%	1%	-4	0.1	?	-5%
O=C(COC(=O)/C=C/c1ccc(F)cc1)NC1CCCC1	8%	4%	17	0%	-4%	0	1.1	31%	-9%
COc1ccc(-n2c(=O)c3ccccc3n(Cc3cccc(C)c3)c2=O)cc1	6%	0%	.	1%	1%	1	-0.6	-14%	2%
COc1cccc(CNC(=O)COC(=O)c2cc(Br)c(Br)s2)c1	401%[activator]	.	-7	-3%	2%	-6	0.7	-19%	-1%
CN(C)C(=O)CCc1ccc2c3c([nH]c2c1)[C@]1(C)[C@@H](C(=O)N2CCCCC2)C[C@H](CC(=O)NCC24CC5CC(CC(C5)C2)C4)C(=O)N1CC3	-2%	12%	.	-1%	-2%	-2	.	1%	1%
Cc1cccc(NC(=S)NNC(=S)NCc2ccccc2)c1	-17%	2%	-7	5%	1%	-8	-0.4	?	-6%
Cc1ccc(Cn2nnc3c(=O)[nH]c(C4CCCN(C(=O)c5ccco5)C4)nc32)cc1 (stereo not drawn)	-10%	7%	-3	-4%	0%	2	0.0	10%	4%
Cc1cc(C)c2c(=O)n3c(nc2c1)C(Cc1ccc(O)cc1)NC(=O)c1cc2ccccc2cc1-3 (stereo not drawn)	?	.	.	-7%	-8%	1	.	.	1%
CC(C)OCCCN1CN(S(=O)(=O)c2ccccc2)c2nc3ccccc3nc21	?	-1%	-11	4%	-7%	3	0.4	-6%	3%
CCOc1ccc(/C=C2\SC(=S)N(NS(=O)(=O)c3ccc(C)cc3)C2=O)cc1OC	?	14%	6	-4%	-2%	-5	-0.5	-4%	10%
CCCCOc1ccc(/C=C/C(=O)OCC(=O)c2c(N)n(C)c(=O)n(C)c2=O)cc1OCC	2%	-5%	4	-1%	0%	-14	2.6	?	-12%
Cc1cccnc1NC(=O)COc1ccc2oc3c(c2c1)CCCC3	3%	-1%	5	0%	2%	3	1.9	22%	-5%
CC(C)(C)OC(=O)N(Cc1ccccc1)Cc1cccc(OCc2cccc(NC(=O)C3CC3)c2)c1	12%	8%	.	-1%	1%	-1	.	8%	0%
COc1ccc(OC)c(S(=O)(=O)Nc2ccc3c(c2)n(C)c(=O)n3C)c1	-22%&-26%	0%&0%	-33	-1%&0%	7%&1%	-1&-2	0.1&0.2	9%&10%	0%&-10%
O=C(NC(=S)Nc1ccc(S(=O)(=O)Nc2nccs2)cc1)c1ccc(Br)o1	0%	-5%	4	-3%	-4%	-6	0.0	-17%	-7%
O=C1N(c2ccccc2C(F)(F)F)O[C@]1(c1ccccc1)C1CCCCC1	14%	10%	-6	6%	-20%	5	-0.8	14%	0%
CC(C)CNS(=O)(=O)c1ccc(CCC(=O)NCc2ccc(Cl)cc2)cc1	53%[activator]	-1%	-4	-4%	-5%	-3	-0.7	11%	-14%
C=CC1C(OC2OC(CO)C(O)C(O)C2O)OC=C(C(=O)OC)C1CC1CC(=O)CC(CC(=O)CCc2ccc(O)cc2)O1 (stereo not drawn)	-3%	14%	.	7%	0%	3	.	33%	-8%
CCOc1ccc(C(CC(=O)O)NC(=O)C(CC)c2ccccc2)cc1 (stereo not drawn)	0%	4%	35*	7%	0%	-3	0.6	14%	4%
Cc1ccc(NC(=O)CCc2c(C)nn(-c3ccc(N4CCCCC4)nn3)c2C)cc1F	3%&-10%	-4%&1%	16	5%&-4%	-7%&0%	0&2	-0.3&-0.7	0%&-33%	-15%&13%
COc1ccc(N(CN2C(=O)C3C4C=CC(C4)C3C2=O)C(=O)c2ccco2)cc1 (stereo not drawn)	99%[activator][57.4 µM]	9%	.	-4%	0%	-2	.	?	5%
CC(C)C(=O)Nc1ccc(-c2nc3ncccc3o2)cc1	21%	?	.	-12%	1%	-1	.	-24%	-4%
C[C@H](CO)N1C[C@H](C)[C@H](CN(C)S(=O)(=O)c2cccc(C#N)c2)OCc2cnnn2CCCC1=O	-1%	.	.	-6%	1%	-7	.	.	0%
CCCNC(=O)CN(C1CCCCC1)S(C)(=O)=O	72%[activator]	-8%	13	-3%	-1%	-2	0.8	-27%	8%
CCn1c(SC)nc2c(c1=O)SC(C)C2 (stereo not drawn)	-3%[57.4 µM]	.	2	-4%	1%	2	-2.9	-6%	-10%
CN(C)c1ccc(C(CNC(=O)c2ccccc2Br)c2c[nH]c3ccccc23)cc1 (stereo not drawn)	-3%	2%	6	-3%	-3%	1	-1.0	-13%	2%
O=[N+]([O-])c1ccc(Sc2ncccn2)c([N+](=O)[O-])c1	100%[activator]	0%	.	-15%	-1%	-1	.	-15%	3%
O=C(c1ccc(C(F)(F)F)cc1)N1CCCCC1	-3%	-10%	.	-3%	-1%	-5	.	2%	2%
CCCCc1nnc(NC(=O)CS(=O)(=O)Cc2ccccc2)s1	1%	-4%	.	-2%	0%	-10	.	21%	-5%
O=C(Cn1c(=O)c2cccn2c2cccnc21)N1CCN(c2ccccc2F)CC1	22%	15%	-13	5%	0%	-2	0.5	-16%[56.9 µM]	4%
COc1ccc(NC(=O)c2ccccc2N(Cc2ccccc2)S(C)(=O)=O)cc1OC	6%	-2%	-5	-6%	2%	2	-0.4	10%	-10%
O=C1NC2(CCCC2)Oc2ccccc21	-2%	8%	-7	-5%	1%	-15	-0.4	25%	?
COc1ccccc1CN(C)C(=O)c1cc2ccccc2o1	16%	13%	-2	4%	-5%	-2	-2.1	-1%	10%
Cc1ccc(-c2nc(C)c(CCNC(=O)c3ccccc3Br)s2)cc1	0%	-2%	.	0%	-4%	-6	0.7	4%	8%

# Only part of the results is shown (hit frequency here may not be typical).
